High-throughput results from PubChem BioAssay.
UHRF1 MBD2 ctr = UHRF1 methyl-DNA binding inhibition | Q96T88 | UHRF1 binding to methylated oligo, TR-FRET | inhibition, % at 4.4 µM | 370,000 tested, 0.75% active | AID 687016; in the data active means inhibition above about 21%;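 further: UHRF1 SRA domain binding a hemimethylated CpG hairpin DNA probe; 0% = median of test compound wells and 100% = reference inhibitor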
proKLK7 act = activators of human kallikrein-7 zymogen | 370,000 tested, 0.9% active | AID 652039 | activation, % at 7 µM | purified proKLK7, EDANS-DABCYL substrate fluorescence; 100% is mature enzyme control, 0% vehicle;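 active means activation above the mean of all tested compounds plus 3 SD, computed per campaign excluding outliers beyond control limits, cut at about 13% in these data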
Target sequence (P49862 whole entry, looked up): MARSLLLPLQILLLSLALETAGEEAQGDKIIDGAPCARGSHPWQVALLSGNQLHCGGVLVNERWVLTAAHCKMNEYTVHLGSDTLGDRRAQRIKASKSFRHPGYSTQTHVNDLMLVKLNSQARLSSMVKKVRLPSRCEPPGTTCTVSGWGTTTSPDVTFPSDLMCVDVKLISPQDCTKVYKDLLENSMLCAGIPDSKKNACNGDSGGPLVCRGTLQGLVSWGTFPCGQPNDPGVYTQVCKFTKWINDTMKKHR
Tn6 DDE FP = disrupts Tn6 cyclic peptide binding to fibrin D-Dimer-E complex; inhibition, % at 8.3 µM; P02675; 370,000 tested, 0.21% active; Fibrin DD(E) TRITC-Tn6 fluorescence polarization displacement;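 active means inhibition above a per-campaign cutoff: mean of compounds within control limits plus 3 SD, cut at about 15% in these data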;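 further: 0% = median of all compound wells on the plate and 100% = blocking peptide control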
TCR CD3 inh = human TCR-CD3 binding inhibition | TAMRA-labeled TCR probe fluorescence, biochemical | inhibition, % at 9.4 µM | 360,000 tested, 0.37% active | AID 651800; in the data active means inhibition above about 19%;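 further: recombinant mutant TCR 2C K166C tagged with TAMRA read by polarization; 0% = receptor in buffer alone and 100% = receptor with positive control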
SIAE primary = inhibitors of human sialic acid acetylesterase SIAE. SIAE FP-Rh probe binding, fluorescence polarization. Q9HAT2. 370,000 tested, 0.69% active. AID 1053197. inhibition, % at 9.66 µM;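 active means inhibition above a cutoff: mean of compounds within the control limits plus 3 SD of those, cut at about 17% in these data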;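 further: 0% = plate median of compound wells and 100% = probe without SIAE protein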
DDE Tn7 FP inh = disrupts Tn7 cyclic peptide binding to fibrin D-Dimer-E complex | P02675 | FP displacement of FITC-Tn7 peptide from fibrin DD(E); 0% = median of compound wells per plate | inhibition, % at 8.3 µM | 370,000 tested, 0.13% active;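 active means inhibition above the mean of compounds falling within the control limits plus 3 SD of them, cut at about 14% in these data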;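 further: 0% = plate median of compound wells and 100% = 10 µM Aha-Tn7 peptide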
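Assay system: human fibrin DD(E) protein / Input: 2 µM fibrin DD(E) / Benchmarks: high control of 10 µM Aha-Tn7 peptide / Measured by: fluorescence polarization of the labelled Tn7 tracer / Medium: Tris buffer with calcium and detergent, pH 7.8 / Timing: 10 min compound pre-incubation, 3 h probe incubation at room temperature / Repeats: one replicate per compound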
TDP2 inh = blocks human TDP2 phosphodiesterase activity; recombinant TDP2, T5PNP hydrolysis, p-nitrophenol absorbance 415 nm; inhibition, % at 12.8 µM; 370,000 tested, 0.34% active;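 active means inhibition above the mean of all tested compounds plus 3 SD, set per campaign, cut at about 25% in these data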;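 further: 0% = DMSO with enzyme and 100% = buffer with substrate but no TDP2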
Target sequence (O95551 whole entry, looked up): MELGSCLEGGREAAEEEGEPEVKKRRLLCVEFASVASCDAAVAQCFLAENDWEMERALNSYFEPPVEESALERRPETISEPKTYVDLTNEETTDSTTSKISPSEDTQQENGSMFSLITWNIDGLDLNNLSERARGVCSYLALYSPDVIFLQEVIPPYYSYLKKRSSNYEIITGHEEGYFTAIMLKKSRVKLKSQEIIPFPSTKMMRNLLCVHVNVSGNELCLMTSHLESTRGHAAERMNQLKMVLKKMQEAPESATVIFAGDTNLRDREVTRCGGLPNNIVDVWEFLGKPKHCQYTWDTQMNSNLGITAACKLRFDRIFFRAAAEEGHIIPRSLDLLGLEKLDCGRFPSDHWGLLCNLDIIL
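Assay system: recombinant human TDP2 / Reagent: T5PNP substrate at 5 mM, a TopII-DNA adduct mimic / Measured by: epi absorbance from released p-nitrophenol / Evaluation: % inhibition relative to enzyme-containing and enzyme-free wells / Control set: enzyme-free and DMSO wells / Replicates: each compound tested once, singlicate / Schedule: enzyme reaction with compound for 2 h at 37 °C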
LEDGF integ inh = blocks HIV-1 LEDGF/p75-dependent DNA integration; TR-FRET IN-LEDGF/p75 DNA integration, Eu/Cy5; inhibition, % at 3.7 µM; 370,000 tested, 0.64% active;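 active means inhibition above the screen-wide mean plus 3 SD, cut at about 13% in these data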;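 further: signal is the Cy5 over europium emission ratio at 671 and 618 nm; 0% = plate median of compound wells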
PRMT1 inh = PRMT1 (human) inhibition, primary screen; Q99873; recombinant PRMT1, activity-based probe fluorescence polarization; inhibition, % at 2.79 µM; 370,000 tested, 1.3% active;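 active means inhibition above about 21% made by adding two undisclosed values, limit read from the data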
Target sequence (Q99873 whole entry, looked up): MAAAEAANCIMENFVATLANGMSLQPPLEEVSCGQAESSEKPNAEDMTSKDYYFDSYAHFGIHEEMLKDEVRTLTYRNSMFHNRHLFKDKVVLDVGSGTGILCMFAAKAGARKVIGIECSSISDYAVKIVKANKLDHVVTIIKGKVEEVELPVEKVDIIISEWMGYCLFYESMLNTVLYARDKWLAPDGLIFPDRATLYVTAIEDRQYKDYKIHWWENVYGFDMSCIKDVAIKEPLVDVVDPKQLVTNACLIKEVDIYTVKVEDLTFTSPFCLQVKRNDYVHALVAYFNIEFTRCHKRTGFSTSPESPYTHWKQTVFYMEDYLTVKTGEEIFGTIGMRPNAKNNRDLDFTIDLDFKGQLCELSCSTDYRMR
MBD2 inh = MBD2-methylated oligo binding inhibition | Q9UBB5 | TR-FRET, MBD2 binding to methylated oligonucleotide | inhibition, % at 4.4 µM | 370,000 tested, 0.31% active | AID 686964; in the data active means inhibition above about 13%
An asterisk follows results filed as active; x = no result given.

SMILES	UHRF1 MBD2 ctr	proKLK7 act	Tn6 DDE FP	TCR CD3 inh	SIAE primary	DDE Tn7 FP inh	TDP2 inh	LEDGF integ inh	PRMT1 inh	MBD2 inh
CC(C)(C)SCCNC(=O)/C=C/c1ccc(F)cc1	4	-0.9	0	-6	-4	3	-2	-4	4	6
C[C@H]1[C@@H](OC(=O)Nc2ccccc2F)CC[C@@]23CCCN2C(=O)CCC[C@@H]13	-1	x	-4	x	-3	4	2	0	-2	-4
COC(=O)c1sccc1-n1cccc1C(=O)C(=O)N1CCCCC1	-3	0.1	3	2	-2	0	6	0	-3	-5
O=C(CSc1ccc(Br)cc1)NCC(c1ccco1)N1CCCCC1 (centres undefined)	1	0.3	4	5	2	1	-8	1	-7	-4
CCOc1ccc(CC(=O)Nc2nccs2)cc1	-1	-0.3	8	5	-1	-9	-4	1	-1	1
Cc1ccc(CNC(=O)C2CCN(S(=O)(=O)c3cccnc3)CC2)cc1	2	-0.2	0	6	-5	-7	11	3	0	1
NC1=NC2(CCN(Cc3ccccc3)CC2)n2c(nc3ccccc32)N1	3	0.1	-3	-5	0	8	-17	2	-4	-5
CC(=O)Nc1ccc(NC(=O)COc2cc(C)cc3oc(=O)cc(C)c23)cc1	-4	0.1	-2	5	4	-3	4	-1	-1	-1
CCn1c2ccccc2c2cc(/C=N/NC(=O)c3cccc(C)c3)ccc21	3	0.2	-7	4	5	3	-10	0	2	-7
CCOC(=O)C1CCCN(S(=O)(=O)c2cc(Br)cc3c2N(C(C)=O)CC3)C1 (centres undefined)	1	-0.4	-1	0	-3	1	-3	3	-2	-2
O=C(N/N=C\C=C\c1ccc([N+](=O)[O-])o1)c1cccs1	43*	-0.4	-7	9	4	-1	-16	36*	31*	9
CCN(C(=O)[C@@H]1CC(=O)O[C@@H]1c1ccccc1)c1ccccc1	2	-0.1	0	x	4	5	-6	0	-1	-2
Nc1nnn(Cc2ccccc2)n1	0	0.0	-5	4	8	-4	3	1	-2	1
CN(C)N=Nc1ccc(-c2cn(Cc3ccccc3)cn2)cc1	0	-0.4	-7	5	0	-1	-14	1	3	-1
CCOC(=O)CC(NC(=O)c1ccc(C)cc1)c1ccc(C)cc1 (centres undefined)	2	-0.3	9	4	-3	4	-5	0	1	5
Cc1ccc(S(=O)(=O)N2CCCC2)cc1C(=O)Nc1ccc(-n2cnnn2)cc1	0	0.0	9	-3	-7	-7	-4	2	-1	-1
Cc1nc(N2CCN(S(=O)(=O)c3ccccc3)CC2)c2cc(-c3ccccc3)sc2n1	4	0.5	-6	-3	-7	1	-13	3	-2	2
COc1cc(NC(=O)c2onc(C)c2Cl)cc(OC)c1OC	6	-0.2	3	4	2	3	15	-3	6	4
Cc1ccc(NC(=O)Cc2ccc(F)cc2)cc1	0	-0.2	7	5	-4	6	-8	0	-3	-2
COCCCN1C(=O)c2[nH]nc(-c3ccccc3O)c2C1c1cccc(Cl)c1 (centres undefined)	-2	0.5	-8	0	0	2	-5	2	-2	-4
Cc1cc(S(=O)(=O)c2ccc([N+](=O)[O-])cn2)ccc1Br	0	-0.4	-2	-4	24*	-4	-17	2	11	-5
CC1CC(C)CN(C(=O)c2ccc(C#N)cc2)C1 (centres undefined)	7	-0.1	-8	-2	0	5	13	0	0	0
O=C1CN(C(=O)COC(=O)CCc2ccccc2)c2ccccc2N1	12	0.0	0	-5	-6	1	4	-2	4	4
Cc1ccn2cc(C(=O)N3CCN(c4cnn(-c5ccccc5)c(=O)c4Cl)CC3)nc2c1	-2	-0.1	5	4	2	10	5	-5	-2	6
COC(=O)CSc1nc2ccccc2n1CC(=O)N(C(C)C)C(C)C	3	-0.1	-3	-10	-2	0	-11	2	-3	-7
COc1ccc(CNC(=O)C2CC=CCC2C(=O)O)cc1OC (centres undefined)	5	-0.9	-2	-3	-1	1	-3	-1	3	4
COc1cc(C2C(C#N)=C(C)NC3=C2C(=O)CC(C)(C)C3)ccc1O (centres undefined)	1	-0.1	-3	-9	0	3	0	1	0	2
COC(=O)CSc1nc2ccccc2nc1SCC(=O)OC	0	0.8	-8	-2	-3	-2	-7	0	10	2
COc1ccc(N2CCN(C(=O)c3cn(C)c4ccc(S(=O)(=O)N5CCOCC5)cc4c3=O)CC2)cc1	1	0.0	-9	-3	-1	5	-5	-2	6	0
Cc1ccc(NC(=O)CCC(=O)OCC(=O)c2ccc(-c3ccccc3)cc2)cc1	-3	0.1	-2	1	-28	2	14	-3	-3	4
CCOC(=O)C1=CCN(S(=O)(=O)c2ccc(C)cc2)C1c1ccc(C(C)C)cc1 (centres undefined)	-2	0.7	6	1	-6	-4	-7	7	-2	-1
COc1ccc(-c2ccc3c(c2)O[C@@H](CN(C)C(=O)c2ccccc2F)[C@@H](C)CN([C@@H](C)CO)S3(=O)=O)cc1	-2	-0.5	3	2	8	4	10	-1	2	1
O=c1c2c(nc3nc(Cc4ccccc4)[nH]n13)CCC2	-2	1.1	2	-5	7	12	10	2	1	-1
Cc1ccc(Nc2nc(N)nc(CSc3nc(C)cc(C)n3)n2)cc1	-4	0.8	-9	6	-7	-4	-18	-2	1	-2
NC(=O)C1CCCN(C(=O)c2ccc(Cl)c(S(=O)(=O)N3CCc4ccccc43)c2)C1 (centres undefined)	-1	0.2	-5	-1	7	4	0	8	-1	-1
CC(=O)Nc1ccc(C(=O)OCC(=O)N2CCC(Cc3ccccc3)CC2)cc1	-2	-0.1	0	5	-6	-3	-1	5	1	-3

Individual results from the results shown.
Cc1ccc(Nc2nc(N)nc(CSc3nc(C)cc(C)n3)n2)cc1 @ DDE Tn7 FP inh = -4
CCOC(=O)C1=CCN(S(=O)(=O)c2ccc(C)cc2)C1c1ccc(C(C)C)cc1 (centres undefined) @ SIAE primary = -6

Continued:
SMILES	UHRF1 MBD2 ctr	proKLK7 act	Tn6 DDE FP	TCR CD3 inh	SIAE primary	DDE Tn7 FP inh	TDP2 inh	LEDGF integ inh	PRMT1 inh	MBD2 inh
Cc1cccc(C)c1NC(=O)CN(C)C(=O)CN1C(=O)NC(C)(C)C1=O	-1	0.2	0	-5	2	-4	-1	-4	0	-3
CCN(CC)S(=O)(=O)c1ccc(C(=O)Nc2nnc(CSC)o2)cc1	-1	0.2	-2	6	-10	3	-3	-4	0	0
CCN1C(=O)[C@H]2[C@@H](c3ccc(Cl)cc3)N3C(=O)CN(CCOC)C(=O)[C@@]3(Cc3ccccc3)[C@H]2C1=O	2	0.5	-9	-1	3	-4	2	5	3	4
CC(=NNS(=O)(=O)c1ccc(C)cc1)c1ccccc1	1	0.0	1	-5	4	2	-3	5	4	7
COc1ccc(Cl)cc1NS(=O)(=O)c1c(C)[nH]c(C)c1C(=O)N1CCCCC1	2	-0.3	-1	-6	3	0	-5	-4	3	3
COc1ccc(OC/C(O)=C(\C#N)c2nc3ccccc3[nH]2)cc1	0	-0.2	-2	-1	-2	1	6	-1	-1	0
COc1ccc(-n2nnc3c(SCC(=O)c4ccccc4)ncnc32)cc1	0	-0.1	4	4	0	-4	12	0	4	2
Cc1cn(C(=O)c2cccc(Br)c2)c(C)n1	-1	-0.4	4	-2	-6	4	4	2	3	-2
O=C(CSc1nc2ccsc2c(=O)n1-c1ccccc1)N1CCCC1	16	-0.5	-2	7	-2	-2	10	0	0	2
COc1cc(/C=C2\C(=N)N3N=C(C)SC3=NC2=O)cc(Cl)c1OCCOc1ccc(NC(C)=O)cc1	2	-0.5	-1	-9	-5	2	-2	2	5	-1
COc1ccc(C(=O)c2[nH]c(N)c(C(N)=O)c2-c2ccc(OC)c(OC)c2)cc1	-3	1.3	-2	-4	4	1	-6	3	2	-5
CC(=O)N1c2ccc(S(=O)(=O)N3CCC(C(=O)NC4CCC(C)CC4)CC3)cc2CC1C (centres undefined)	-1	0.1	7	12	-1	-7	4	2	-2	-3
CCCCCCCCCCS(=O)(=O)N/N=C/c1ccc(O)cc1	0	0.0	1	7	-12	-7	-7	3	3	0
COc1ccc(C(=O)C[n+]2ccc(N(C)C)cc2)cc1	0	-0.7	2	4	-4	-6	-5	1	-4	2
O=C(Cn1cnc2c(OCc3ccccc3)ncnc21)NCc1ccc2[nH]ccc2c1	-1	0.5	2	-2	-5	-7	-4	-2	1	-2
COC(=O)c1sccc1NC(=O)CSc1ccccc1NS(=O)(=O)c1ccccc1Cl	-2	0.4	-5	8	-3	7	-13	-3	-1	0
CC[C@H](CCCc1ccc(OC)cc1)CCC(=O)N1CCOCC1	0	0.3	8	x	-4	5	8	-2	3	-1
CCN1CCCC1CNC(=O)c1cc(OC)c(OC)c(OC)c1 (centres undefined)	0	-0.2	-1	-1	7	-1	-1	-1	1	-5
Cn1nnnc1NCc1ccccc1F	1	0.2	1	5	-3	7	-2	-4	-1	-1
O=C(Nc1cccc(NC(=O)c2ccc([N+](=O)[O-])o2)c1)c1ccco1	-2	0.8	-13	-8	-1	-4	7	-3	4	0

Gathered by group: those above containing a nitro group on carbon.
SMILES	UHRF1 MBD2 ctr	proKLK7 act	Tn6 DDE FP	TCR CD3 inh	SIAE primary	DDE Tn7 FP inh	TDP2 inh	LEDGF integ inh	PRMT1 inh	MBD2 inh
O=C(N/N=C\C=C\c1ccc([N+](=O)[O-])o1)c1cccs1	43*	-0.4	-7	9	4	-1	-16	36*	31*	9
Cc1cc(S(=O)(=O)c2ccc([N+](=O)[O-])cn2)ccc1Br	0	-0.4	-2	-4	24*	-4	-17	2	11	-5
O=C(Nc1cccc(NC(=O)c2ccc([N+](=O)[O-])o2)c1)c1ccco1	-2	0.8	-13	-8	-1	-4	7	-3	4	0

Complete entries, quoted from the list.
O=C(Nc1cccc(NC(=O)c2ccc([N+](=O)[O-])o2)c1)c1ccco1 across the screens: UHRF1 MBD2 ctr: -2; proKLK7 act: 0.8; Tn6 DDE FP: -13; TCR CD3 inh: -8; SIAE primary: -1; DDE Tn7 FP inh: -4; TDP2 inh: 7; LEDGF integ inh: -3; PRMT1 inh: 4; MBD2 inh: 0
CC[C@H](CCCc1ccc(OC)cc1)CCC(=O)N1CCOCC1 across the screens: UHRF1 MBD2 ctr: 0; proKLK7 act: 0.3; Tn6 DDE FP: 8; TCR CD3 inh: x; SIAE primary: -4; DDE Tn7 FP inh: 5; TDP2 inh: 8; LEDGF integ inh: -2; PRMT1 inh: 3; MBD2 inh: -1
Cn1nnnc1NCc1ccccc1F across the screens: UHRF1 MBD2 ctr: 1; proKLK7 act: 0.2; Tn6 DDE FP: 1; TCR CD3 inh: 5; SIAE primary: -3; DDE Tn7 FP inh: 7; TDP2 inh: -2; LEDGF integ inh: -4; PRMT1 inh: -1; MBD2 inh: -1

Hits appear at their usual frequency; about 4.6% have a hit in one of these screens.
